Screening data (PubChem BioAssay)
NFkB transloc inh: blocks IL-1B driven NFkB nuclear translocation in HUVEC cells; HUVEC IL-1B NFkB p65 nuclear translocation imaging; inhibition, % at 2 µM; 94,000 compounds, 0.43% hits;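 active = inhibition above about 30% together with a positive call from visual inspection of the well image, limit read from the data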;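 note: nuclear over cytoplasmic p65 intensity ratio measured by imaging; 0% = IL-1B stimulated DMSO wells and 100% = unstimulated DMSO wells; values of inactives mirror those of a sister screen read the other way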
MRP resist rev: reverses drug resistance mediated by MRP. 85,000 compounds, 0.04% hits. H69AR cells + 2 uM doxorubicin, CellTiter-Glo, 72 h. differential viability (reversal), % at 10 µM;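 active = viability drop by adding the cancer drug above about 55%, with treated viability meeting a 40% cutoff, limit read from the data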;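 note: viability without doxorubicin minus viability with 2 µM doxorubicin for each compound; larger differential means the compound sensitizes cells more to doxorubicin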
Bcl-B displacement: displacers of TR3 peptide from Bcl-B, primary screen, selectivity assay for Bfl-1 inhibitor project, biochemical, fluorescence polarization | one-dose displacement, % at 20 µM; IC50 in µM for titrated hits | 96,000 compounds, 0.11% hits | FP displacement of FITC-TR3 peptide from Bcl-B; higher % means a stronger effect;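 active = displacement above 50% at 20 µM plus a fluorescence interference ratio under 1.5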;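 note: plate controls were wells without compound for no effect and wells lacking Bcl-B protein for full effect; a part of the inactive calls stands beside numbers as strong as those of hits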
IL1B NFkB pot: enhances IL-1B driven NFkB nuclear translocation. HUVEC IL-1B NFkB p65 nuclear translocation imaging. activation, % at 2 µM. 94,000 compounds, 0.3% hits;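 active = activation above 40%, about the mean plus 3 SD, also judged a hit on visual image review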;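 note: percent activation is computed from the nuclear over cytoplasmic p65 intensity ratio; values of inactives mirror those of a sister screen read the other way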
PLAP inhibition: inhibition of human placental alkaline phosphatase – biochemical, luminescence, HTS (AID 690); 96,000 compounds, 0.08% hits; inhibition, % at 20 µM, or IC50 in µM where a hit was titrated; purified PLAP, luminescent substrate; higher % means a stronger effect; in the data active = a potency from the dose series; inactive = the rest, 99 in 100 with inhibition below about 30%; note: strong numbers were not always called active
MRP resist rev cytotoxicity: further read-out of MRP resist rev, marked with its call; viability, %; H69AR cells, CellTiter-Glo, 72 h; measured here: cytotoxicity without doxorubicin
MRP resist rev with doxorubicin: second read-out of MRP resist rev, no call of its own (marks repeat the call); viability, %; measured here: viability with 2 uM doxorubicin; stronger effect = lower value
NFkB transloc inh cell count 2 µM: recorded beside NFkB transloc inh, whose call it bears; cell count; measured here: cells passing quality filter;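 raw number of nuclei counted in each imaged well without normalization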
IL1B NFkB pot cell count 2 µM: recorded beside IL1B NFkB pot, whose call it bears; cell count; measured here: cells passing quality filter
Starred values were filed as active, the others as inactive; · = no result given. Some of the compounds tested; the hit share may differ from the screen's.

1	CCOC(=O)C1CCN(Cc2coc3ccc(Cl)cc3c2=O)CC1
2	CC(C)C(c1nnnn1Cc1ccccc1)N1CCN(Cc2ccc3c(c2)OCO3)CC1 (centres undefined)
3	O=C(CC(=O)NC1CCCCC1)N/N=C/c1ccc(Cl)cc1
4	Cc1ccc2c(c1)c1ncnc(N3CCN(c4ccccc4)CC3)c1n2C
5	CCCc1[nH]nc2c1C(C1CCCCC1)C(C#N)=C(N)O2 (centres undefined)
6	Cc1c(C(=O)OC(C)C)sc(NC(=O)c2cccnc2)c1C#N
7	CC1Cc2ccccc2N1C(=O)CSc1nnnn1C(C)C (centres undefined)
8	CCOC(=O)C1CCN(C(=O)c2cc(S(=O)(=O)N3CCOCC3)c(Cl)cc2Cl)CC1
Screen / compound no. | 1 | 2 | 3 | 4 | 5 | 6 | 7 | 8
NFkB transloc inh | 1 | 5 | 2 | 4 | 8 | -1 | 0 | 7
NFkB transloc inh cell count 2 µM | 151 | 158 | 116 | 175 | 196 | 124 | 154 | 171
MRP resist rev | 13 | -5 | · | -2 | -8 | · | -19 | 0
MRP resist rev cytotoxicity | 95 | 78 | · | 70 | 78 | · | 79 | 79
MRP resist rev with doxorubicin | 83 | 82 | · | 72 | 86 | · | 98 | 79
Bcl-B displacement | 0% | -2% | 7% | -9% | -4% | -60% | 0% | -2%
IL1B NFkB pot | -1 | -5 | -2 | -4 | -8 | 1 | 0 | -7
IL1B NFkB pot cell count 2 µM | 151 | 158 | 116 | 175 | 196 | 124 | 154 | 171
PLAP inhibition | -11% | -62% | -1% | 4% | -6% | -23% | -44% | -66%

9	N#Cc1nc(COc2cccc(Cl)c2)oc1NCc1ccncc1
10	Cc1occc1-c1nnc(SCC(=O)c2ccc(Cl)cc2)n1C
11	O=C(COc1ccccc1)N/N=C/c1cc2c(cc1[N+](=O)[O-])OCO2
12	N#CC1=C(N)Oc2cc3c(cc2C1c1ccc(Cl)cc1)OCO3 (centres undefined)
13	Nc1nc(-c2ccco2)nn1C(=O)c1ccccc1
14	O=C(CCC1CCCCC1)Nc1c[nH]c(=O)[nH]c1=O
15	O=C(CCn1c(=O)oc2ccccc21)N1CCN(c2ccccc2F)CC1
16	O=C1c2ccccc2C(=O)N1CC1CCCO1 (centres undefined)
Screen / compound no. | 9 | 10 | 11 | 12 | 13 | 14 | 15 | 16
NFkB transloc inh | -26 | -11 | 14 | 0 | -1 | -7 | -7 | -17
NFkB transloc inh cell count 2 µM | 110 | 178 | 90 | 156 | 145 | 120 | 124 | 163
MRP resist rev | -5 | 9 | 1 | 7 | 1 | · | 5 | -8
MRP resist rev cytotoxicity | 63 | 92 | 93 | 100 | 96 | · | 94 | 95
MRP resist rev with doxorubicin | 67 | 83 | 92 | 93 | 95 | · | 89 | 103
Bcl-B displacement | -6% | -6% | 1% | -6% | -11% | 3% | 1% | -1%
IL1B NFkB pot | 26 | 11 | -14 | 0 | 1 | 7 | 7 | 17
IL1B NFkB pot cell count 2 µM | 110 | 178 | 90 | 156 | 145 | 120 | 124 | 163
PLAP inhibition | -39% | -2% | 3% | 20% | -17% | -3% | -38% | -8%

Continued (2 carried over from the part before).
15	O=C(CCn1c(=O)oc2ccccc21)N1CCN(c2ccccc2F)CC1
16	O=C1c2ccccc2C(=O)N1CC1CCCO1 (centres undefined)
17	Cc1cccc(NC(=O)c2ccc(N(C)C3CCCCC3)c([N+](=O)[O-])c2)n1
18	CCOC(=O)c1cc(CC)sc1NC(=O)C1CC1
19	CN(CC(=O)NCCc1ccc(Cl)cc1)S(=O)(=O)c1ccc2c(c1)c(=O)n(C)c(=O)n2C
20	C=CCc1cccc2cc(C(=O)N(CC)CC)c(=O)oc12
21	CCCC(c1nnnn1CS(=O)(=O)c1ccc(C)cc1)N1CCN(c2ccccc2)CC1 (centres undefined)
22	COc1ccc(C2=NOC(C(=O)NCCCn3ccnc3)C2)cc1 (centres undefined)
23	CCC(=O)N1CCN(c2c(Cl)cccc2[N+](=O)[O-])CC1
24	O=C(CSc1nnc(-c2cc3ccccc3cc2O)n1Cc1ccco1)N1CCc2ccccc2C1
Screen / compound no. | 15 | 16 | 17 | 18 | 19 | 20 | 21 | 22 | 23 | 24
NFkB transloc inh | -7 | -17 | 7 | -8 | 12 | 3 | -4 | · | -4 | -1
NFkB transloc inh cell count 2 µM | 124 | 163 | 121 | 167 | 194 | 174 | 144 | · | 169 | 50
MRP resist rev | 5 | -8 | · | 2 | 4 | 4 | 13 | -3 | · | 12
MRP resist rev cytotoxicity | 94 | 95 | · | 76 | 88 | 97 | 104 | 92 | · | 92
MRP resist rev with doxorubicin | 89 | 103 | · | 74 | 84 | 93 | 90 | 95 | · | 80
Bcl-B displacement | 1% | -1% | -2% | 0% | 15% | 2% | -5% | -2% | 11% | -6%
IL1B NFkB pot | 7 | 17 | -7 | 8 | -12 | -3 | 4 | · | 4 | 1
IL1B NFkB pot cell count 2 µM | 124 | 163 | 121 | 167 | 194 | 174 | 144 | · | 169 | 50
PLAP inhibition | -38% | -8% | -7% | -27% | -62% | -5% | 8% | -27% | 17% | -62%

25	COc1ccc(CN2CCCCCC2)c(C)c1C
26	COc1ccccc1NC(=O)C1=C(C)Nc2nc(-c3cccs3)nn2C1c1cccnc1 (centres undefined)
27	Cc1cccc(N2CCN(Cc3oc(CO)cc(=O)c3O)CC2)c1C
28	COCCOC(=O)c1[nH]c2c(c1C)C(=O)CC(c1ccc(F)cc1)C2 (centres undefined)
29	CCn1c(SCC(=O)NNC(=O)c2ccc(C)cc2)nnc1-c1ccncc1
30	CNC(=O)Nc1ccccc1NC(=O)NC
31	O=C(O)Cn1nc(-c2ccccc2)oc1=O
32	O=C(Oc1ccccc1Cl)c1ccc(-n2cncn2)nc1
Screen / compound no. | 25 | 26 | 27 | 28 | 29 | 30 | 31 | 32
NFkB transloc inh | 9 | -39 | -21 | -6 | -9 | -16 | 0 | -8
NFkB transloc inh cell count 2 µM | 161 | 197 | 179 | 199 | 125 | 133 | 71 | 231
MRP resist rev | 0 | -26 | 13 | -24 | · | -5 | 6 | ·
MRP resist rev cytotoxicity | 78 | 51 | 85 | 25 | · | 85 | 92 | ·
MRP resist rev with doxorubicin | 78 | 78 | 72 | 50 | · | 91 | 85 | ·
Bcl-B displacement | · | 8% | -2% | -10% | · | -1% | -7% | -9%
IL1B NFkB pot | -9 | 39 | 21 | 6 | 9 | 16 | 0 | 8
IL1B NFkB pot cell count 2 µM | 161 | 197 | 179 | 199 | 125 | 133 | 71 | 231
PLAP inhibition | · | -5% | -121% | 18% | · | 13% | -34% | 2%

33	CC(=O)c1cc(OC(=O)N2CCOCC2)ccc1OC(=O)N1CCOCC1
34	COc1ccc(C(=O)c2c[nH]c3ccccc23)cc1
35	COc1cccc(CNc2ncnc3cc(OC)c(OC)cc23)c1
36	COc1ccc(OCCCON2C(=O)c3ccccc3C2=O)cc1
37	O=C(Nc1ccon1)C(Sc1ccccc1)c1ccccc1 (centres undefined)
38	CCn1c(SCC(=O)Nc2ccc(OC)c(OC)c2)nnc1-c1c[nH]c2ccccc12
39	Oc1ccc(CNc2ccc(F)cc2)c2cccnc12
40	Clc1ccccc1Nc1ncnc2c1nnn2Cc1ccccc1
Screen / compound no. | 33 | 34 | 35 | 36 | 37 | 38 | 39 | 40
NFkB transloc inh | 9 | -3 | -4 | 2 | 4 | 12 | 1 | 0
NFkB transloc inh cell count 2 µM | 75 | 59 | 113 | 143 | 101 | 160 | 131 | 162
MRP resist rev | · | 39 | · | 18 | -10 | -11 | -7 | 2
MRP resist rev cytotoxicity | · | 96 | · | 101 | 72 | 65 | 55 | 89
MRP resist rev with doxorubicin | · | 57 | · | 83 | 83 | 76 | 63 | 88
Bcl-B displacement | 4% | -6% | -2% | -14% | 1% | 3% | 10% | -13%
IL1B NFkB pot | -9 | 3 | 4 | -2 | -4 | -12 | -1 | -1
IL1B NFkB pot cell count 2 µM | 75 | 59 | 113 | 143 | 101 | 160 | 131 | 162
PLAP inhibition | -35% | 15% | 14% | 19% | 16% | -55% | -17% | 16%

41	Nc1ncnc2c1ncn2C1CCC(CO)C(O)C1 (centres undefined)
42	O=C(CSc1nc(-c2ccco2)cc(C(F)(F)F)n1)Nc1ccc2c(c1)OCO2
43	O=C(CN1CCN(c2ccccc2)CC1)Nc1nccs1
44	NC(=O)c1nsc(C(=O)N(CC(=O)NCc2ccc3c(c2)OCO3)C2CCCCC2)c1N
45	CCOC(=O)C(NC(C)=O)(Nc1ccc(S(=O)(=O)Nc2cc(C)nc(C)n2)cc1)C(F)(F)F (centres undefined)
46	Cc1cc(C)n2c3c(c(C#N)c2n1)CC(C)(C)OC3
47	Cc1nc2ccccc2c(=O)[nH]1
48	O=C(N/N=C\c1ccc(F)cc1)c1cc(OCC(F)(F)F)ccc1OCC(F)(F)F
Screen / compound no. | 41 | 42 | 43 | 44 | 45 | 46 | 47 | 48
NFkB transloc inh | -2 | -22 | 4 | 0 | 7 | -3 | -2 | 10
NFkB transloc inh cell count 2 µM | 145 | 136 | 70 | 158 | 112 | 189 | 154 | 187
MRP resist rev | · | -26 | 6 | -1 | -7 | 5 | -6 | ·
MRP resist rev cytotoxicity | · | 24 | 98 | 80 | 81 | 84 | 89 | ·
MRP resist rev with doxorubicin | · | 50 | 92 | 81 | 88 | 79 | 95 | ·
Bcl-B displacement | -5% | · | -9% | -13% | -7% | -2% | -6% | -11%
IL1B NFkB pot | 2 | 22 | -4 | 0 | -7 | 3 | 2 | -9
IL1B NFkB pot cell count 2 µM | 145 | 136 | 70 | 158 | 112 | 189 | 154 | 187
PLAP inhibition | 12% | · | -1% | 9% | 8% | -2% | 5% | 11%

49	CCOc1ccc(N(CC(=O)NC(C)(C)C)S(=O)(=O)c2c(C)noc2C)cc1
50	O=C(CCSc1ccccc1)NCCN1CCOCC1
51	Cc1ccc(C=Nc2ccc(N(C)C)cc2)o1
52	Cc1ccccc1N1C(=O)N(c2cccc(C(F)(F)F)c2)C2CS(=O)(=O)CC21 (centres undefined)
53	Nc1[nH]c(=S)[nH]c(=O)c1-c1ccccc1
54	COc1cccc(-c2nnc(NC(=O)c3ccc(S(=O)(=O)N4CCOCC4)cc3)o2)c1
55	CCOCCn1cnc2sc(C(=O)Nc3nc(C)c(C(=O)OCC)s3)c(C)c2c1=O
56	COc1ccc2[nH]c(=O)c(CN(Cc3cccs3)S(=O)(=O)c3c(C)ccc4nsnc34)cc2c1
57	COc1ccc(-n2c(COc3ccccc3)nnc2SCc2ccc(C#N)cc2)cc1
58	O=S(=O)(c1cccs1)N1CN(CC2CCCO2)c2nc3ccccc3nc21 (centres undefined)
59	O=C(Nc1cccc(C(F)(F)F)c1)c1cccnc1N1CCCC1
Screen / compound no. | 49 | 50 | 51 | 52 | 53 | 54 | 55 | 56 | 57 | 58 | 59
NFkB transloc inh | -10 | -13 | -9 | -73 | -9 | 12 | 22 | -7 | -31 | -32 | -17
NFkB transloc inh cell count 2 µM | 132 | 120 | 169 | 187 | 181 | 116 | 94 | 192 | 153 | 104 | 101
MRP resist rev | -22 | -3 | 65* | 18 | 6 | -14 | · | -1 | 40 | 16 | 10
MRP resist rev cytotoxicity | 59 | 88 | 68* | 94 | 109 | 20 | · | 3 | 59 | 79 | 88
MRP resist rev with doxorubicin | 81 | 91 | 2.8* | 76 | 103 | 34 | · | 4 | 20 | 63 | 78
Bcl-B displacement | -10% | -1% | 45% | 6% | 0% | -5% | 1% | 10% | -6% | 6% | -6%
IL1B NFkB pot | 10 | 13 | 9 | 73* | 9 | -12 | -22 | 7 | 31 | 32 | 17
IL1B NFkB pot cell count 2 µM | 132 | 120 | 169 | 187* | 181 | 116 | 94 | 192 | 153 | 104 | 101
PLAP inhibition | -28% | 5% | 16% | 2% | 17% | -33% | -20% | 15% | -5% | -29% | 22%

Whole records, looked up by structure. Order of values: NFkB transloc inh | NFkB transloc inh cell count 2 µM | MRP resist rev | MRP resist rev cytotoxicity | MRP resist rev with doxorubicin | Bcl-B displacement | IL1B NFkB pot | IL1B NFkB pot cell count 2 µM | PLAP inhibition
`O=C(Nc1cccc(C(F)(F)F)c1)c1cccnc1N1CCCC1` as listed: -17 | 101 | 10 | 88 | 78 | -6% | 17 | 101 | 22%
`COc1ccc(-n2c(COc3ccccc3)nnc2SCc2ccc(C#N)cc2)cc1` as listed: -31 | 153 | 40 | 59 | 20 | -6% | 31 | 153 | -5%
